LEDGF integ inh: blockers of LEDGF/p75-dependent integrase strand transfer – biochemical, TR-FRET, high throughput, primary screen; HIV-1 integrase (with human LEDGF/p75); TR-FRET IN-LEDGF/p75 DNA integration, Eu/Cy5; inhibition, % at 3.7 µM; actives 0.64% (n = 370,000);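 active = inhibition above the screen-wide mean plus 3 SD, cut at about 13% in these data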;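 also: signal is the Cy5 over europium emission ratio at 671 and 618 nm; 0% = plate median of compound wells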
TDP2 absorb: human TDP2 enzyme inhibitors, primary screen, biochemical, epi absorbance, recombinant enzyme. Tyrosyl-DNA phosphodiesterase 2 (Homo sapiens), O95551. T5PNP hydrolysis, p-nitrophenol absorbance 415 nm. inhibition, % at 12.8 µM. actives 0.34% (n = 370,000). AID 720702, 2013;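 active = inhibition above the mean of all tested compounds plus 3 SD, set per campaign, cut at about 25% in these data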;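 also: 0% = DMSO with enzyme and 100% = buffer with substrate but no TDP2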
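System – recombinant human TDP2 · Amount – 120 nM TDP2 per well · Buffer or medium – Mg2+-containing Tris-HCl buffer, pH 7.5 · Reagent – T5PNP substrate, 5 mM · Dosing – 12.8 µM single point, 1% DMSO · Incubation – 2 h at 37 °C · Measured by – epi absorbance · Read-out basis – percent inhibition · Benchmarks – high control without enzyme, low control DMSO plus TDP2 · Repeats – singlicate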
PRMT1 FP inh: PRMT1 methyltransferase inhibitors, primary screen, biochemical, fluorescence polarization; actives 1.3% (n = 370,000); inhibition, % at 2.79 µM; recombinant PRMT1, activity-based probe fluorescence polarization;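 active = inhibition above about 21% made by adding two undisclosed values, limit read from the data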
PG9 Ab binder: binders of HIV-1 gp120 antibody PG9, primary screen, biochemical, TR-FRET. HIV-1 gp120 / PG9 antibody interaction. TR-FRET gp120-PG9 antibody binding. inhibition, % at 6.7 µM. actives 0.43% (n = 360,000). AID 624416, 2012; in the data active = inhibition above about 8.5%
SIAE primary: human SIAE inhibitors, primary screen, biochemical, fluorescence polarization, FP-Rh probe, 1536-well HTS; actives 0.69% (n = 370,000); Sialate O-acetylesterase (Homo sapiens), Q9HAT2; inhibition, % at 9.66 µM; SIAE FP-Rh probe binding;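 active = inhibition above a cutoff: mean of compounds within the control limits plus 3 SD of those, cut at about 17% in these data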;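 also: 0% = plate median of compound wells and 100% = probe without SIAE protein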
TCR CD3 inh: inhibitors of human TCR-CD3 interaction, primary screen, biochemical, fluorescence, TAMRA-labeled TCR probe | inhibition, % at 9.4 µM | T-cell receptor (TCR) | actives 0.37% (n = 360,000); in the data active = inhibition above about 19%;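 also: recombinant mutant TCR 2C K166C tagged with TAMRA read by polarization; 0% = receptor in buffer alone and 100% = receptor with positive control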
mABHD4 FP: ABHD4 inhibitors, primary screen, biochemical, fluorescence polarization, mouse | (Lyso)-N-acylphosphatidylethanolamine lipase (Mus musculus), Q8VD66 | purified mABHD4, FP-Rh probe fluorescence polarization | inhibition, % at 8.92 µM | actives 0.54% (n = 370,000) | AID 720543, 2013;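 active = inhibition exceeding the mean over every tested compound plus 3 SD, cut at about 30% in these data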;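 also: 0% = plate median of compound wells and 100% = S159A mutant with DMSO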
Target sequence (Q8VD66 whole entry, looked up): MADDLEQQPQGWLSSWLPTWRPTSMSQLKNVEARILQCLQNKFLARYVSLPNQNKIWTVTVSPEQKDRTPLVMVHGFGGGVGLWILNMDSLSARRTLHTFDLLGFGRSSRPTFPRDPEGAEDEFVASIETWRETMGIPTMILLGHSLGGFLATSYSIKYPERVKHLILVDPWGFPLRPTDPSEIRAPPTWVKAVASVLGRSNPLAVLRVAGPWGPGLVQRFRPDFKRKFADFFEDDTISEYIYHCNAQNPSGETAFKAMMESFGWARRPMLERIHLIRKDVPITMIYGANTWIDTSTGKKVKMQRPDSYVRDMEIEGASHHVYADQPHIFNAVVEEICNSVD
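Assay system: Wild-type mouse ABHD4 protein | Medium: HEPES pH 7.0 buffer, 150 mM NaCl, 0.01% Pluronic F-127 | Incubation: Enzyme–compound pre-incubation 45 min, then probe 60 min, both 25 °C | Technique: Fluorescence polarization with parallel and perpendicular emission, 525/598 nm | Evaluation: % inhibition of FP-Rh probe binding versus controls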
UHRF1 binding: UHRF1 methylated DNA binding inhibitors, primary screen, counter-screen for MBD2 inhibitor project, biochemical, TR-FRET, human UHRF1, single concentration; E3 ubiquitin-protein ligase UHRF1 (Homo sapiens), Q96T88; UHRF1 binding to methylated oligo; inhibition, % at 4.4 µM; actives 0.75% (n = 370,000); in the data active = inhibition above about 21%;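 also: UHRF1 SRA domain binding a hemimethylated CpG hairpin DNA probe; 0% = median of test compound wells and 100% = reference inhibitor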
HTRA1 inh: HTRA1 serine protease inhibitors, primary screen, biochemical, fluorescence polarization, HTS; recombinant HTRA1, FP-rhodamine activity-based probe; inhibition, % at 5.96 µM; actives 0.5% (n = 340,000); Q92743; in the data active = inhibition above about 36%;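 also: 0% = enzyme with DMSO and 100% = wells lacking enzyme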
DDE Tn7 FP inh: inhibitors of Tn7 peptide binding to fibrin DD(E), primary screen, biochemical, fluorescence polarization, human fibrin, Tn7 probe. AID 720508, 2013. actives 0.13% (n = 370,000). inhibition, % at 8.3 µM. FP displacement of FITC-Tn7 peptide from fibrin DD(E); 0% = median of compound wells per plate;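 active = inhibition above the mean of compounds falling within the control limits plus 3 SD of them, cut at about 14% in these data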;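 also: 0% = plate median of compound wells and 100% = 10 µM Aha-Tn7 peptide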
Target sequence (P02675 whole entry, looked up): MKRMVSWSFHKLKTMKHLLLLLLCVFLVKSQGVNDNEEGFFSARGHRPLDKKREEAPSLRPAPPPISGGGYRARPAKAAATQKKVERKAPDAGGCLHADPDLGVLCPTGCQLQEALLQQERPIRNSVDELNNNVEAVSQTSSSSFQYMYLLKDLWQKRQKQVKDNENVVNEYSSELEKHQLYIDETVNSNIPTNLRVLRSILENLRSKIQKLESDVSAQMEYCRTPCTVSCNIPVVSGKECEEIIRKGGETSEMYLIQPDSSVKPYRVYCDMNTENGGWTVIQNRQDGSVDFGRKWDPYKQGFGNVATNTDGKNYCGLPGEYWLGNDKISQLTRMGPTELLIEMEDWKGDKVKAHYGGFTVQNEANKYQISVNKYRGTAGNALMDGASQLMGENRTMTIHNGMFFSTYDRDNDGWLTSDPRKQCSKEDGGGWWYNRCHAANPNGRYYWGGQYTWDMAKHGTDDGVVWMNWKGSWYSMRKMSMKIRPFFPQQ
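System: human fibrin DD(E); quantity: Fibrin-DD(E) at 2 µM final; also added: fluorescent Tn7 probe at 0.1 µM; compound dosing: single nominal test concentration of 8.3 µM per compound; schedule: 10 min preincubation, 3 h with tracer, room temperature; detection: fluorescence polarization of the labelled Tn7 tracer; repeats: one replicate per compound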
Starred values were filed as active, the others as inactive; nt = not tested or not shown.

SMILES | LEDGF integ inh | TDP2 absorb | PRMT1 FP inh | PG9 Ab binder | SIAE primary | TCR CD3 inh | mABHD4 FP | UHRF1 binding | HTRA1 inh | DDE Tn7 FP inh
CCOCCCn1c(=N)c(C(N)=S)cc2c(=O)n3cccc(C)c3nc21 | 0 | 4 | 4 | -2.1 | -3 | 5 | 12 | -10 | 16 | 3
Cc1cccc(NC(=O)Nc2c(C)n(C)n(-c3ccccc3)c2=O)c1C | -4 | 5 | 1 | -0.4 | 9 | -2 | 10 | 1 | -5 | 2
O=S(=O)(c1cc(F)ccc1F)N1CCC2(CC1)OCCN2S(=O)(=O)c1cccs1 | 1 | -3 | 6 | -0.8 | 5 | -8 | -2 | 2 | -8 | 5
COCCN(Cc1cc2cccc(C)c2n2nnnc12)C(=O)C(F)(F)F | -2 | 5 | 0 | -0.2 | 1 | -1 | 1 | -2 | 0 | 3
Cc1ccc(SCn2nnc3ccccc3c2=O)c(C)c1 | 1 | 2 | -1 | 0.7 | -2 | 5 | -5 | 1 | -3 | 5
CC(C)C(=O)Nc1c2c(nn1-c1ccccc1)CSC2 | -2 | -1 | 3 | -2.1 | 2 | -6 | 7 | 3 | 7 | -1
O=C(O)c1ccc(N/N=C/c2ccc(OC(=O)c3ccccc3Cl)cc2)cc1 | -1 | -4 | 5 | -4.1 | 7 | 4 | 19 | -2 | 4 | 5
COC(=O)[C@]12C=CCN1[C@@H](c1ccc(Cl)cc1)c1c(c3ccccc3n1S(=O)(=O)c1ccc(C)cc1)C2 | 2 | 4 | 0 | nt | -14 | nt | 26 | 1 | nt | -7
c1cnc2ncc3sccc3c2c1 | -2 | 4 | -2 | 0.2 | -1 | 5 | 11 | -1 | -7 | 5
CCOC(=O)NC(NC(=O)OCC)C(=O)c1ccccc1 | 1 | 5 | -2 | 0.3 | -20 | 2 | 6 | 0 | 7 | 1
COc1cccc(C(=O)NCc2ccc(N3CCN(C(=O)OC(C)(C)C)CC3)cc2)c1 | 2 | 3 | -2 | -2.4 | -4 | 7 | 1 | -1 | -5 | -12
CC1CCCCC1NCC#CCOc1ccc(Cl)cc1 (stereo not given) | 1 | 2 | -1 | 0.3 | 4 | 1 | 13 | 0 | -7 | 1
CC(=O)Nc1cc2c(ccc3ccccc32)oc1=O | 10 | -4 | -1 | 0.4 | -1 | 4 | 3 | -6 | nt | -3
C=CCCC(=O)Nc1nc(C)c(-c2csc(Nc3ccc(Cl)cc3)n2)s1 | -2 | 4 | 0 | -0.4 | 14 | 5 | 13 | -1 | 19 | 7
COc1ccc(OCCCC(=O)Nc2cc([N+](=O)[O-])ccc2C)cc1 | -1 | -5 | 4 | -0.5 | -1 | 7 | 6 | 0 | -2 | -6
Cc1ccc(NC(=O)c2ccc(-n3cccn3)nc2)cc1 | 2 | 2 | -1 | -0.4 | 4 | -4 | 0 | -2 | 8 | -4
Cc1oc(-c2cccs2)nc1CN1CCC(CO)(CCOc2ccccc2)CC1 | -7 | -20 | 4 | -0.6 | 3 | -2 | 3 | 0 | -3 | -1
CN(c1ccccc1)S(=O)(=O)c1ccc(NC(=O)c2ccc(-c3ccccc3)cc2)cc1 | 2 | -12 | 0 | -0.5 | 4 | 63* | -15 | 4 | -51 | -9
COc1cccc(OC)c1C(=O)NC(=S)NCc1cccnc1 | 4 | -8 | -1 | -1.4 | -4 | 2 | 1 | -1 | 5 | 1
CCC(C)(C)n1nnnc1C(C(C)C)N1CCC(C(N)=O)CC1 (stereo not given) | -4 | -1 | -1 | -0.6 | 6 | 4 | 1 | 1 | 4 | 4
O=C(CCNS(=O)(=O)c1ccc(F)c(F)c1)NCCN1CCOCC1 | 1 | -2 | -1 | 0.5 | 0 | 10 | -2 | -1 | -5 | 2
COc1cc(NC(=O)C2COc3ccccc3O2)c(OC)cc1Cl (stereo not given) | -1 | -2 | -5 | 0.7 | -5 | 9 | -7 | -1 | -15 | 4
Cc1nc2sccc2c(=O)n1N | -3 | 2 | 4 | 1.5 | -9 | -4 | -2 | 3 | -3 | 3
O=C(Nc1cccc(NC(=S)NC(=O)c2cccs2)c1)c1ccccc1 | -3 | -5 | -2 | 2.0 | 3 | -5 | -10 | -1 | -10 | 0
Cc1nc2ncnn2c(C)c1CCC(=O)N1CC(C)CC(C)C1 (stereo not given) | 1 | 7 | -2 | 1.7 | 8 | -1 | -1 | -2 | 10 | 5
Cc1nc(SCC(=O)N2CCc3ccccc32)n[nH]1 | 0 | -6 | 1 | 1.9 | 0 | 3 | -3 | 2 | 3 | -6
O=S(=O)(NCc1ccccc1)c1cccc2nsnc12 | 1 | 1 | -1 | -2.5 | -1 | 5 | 2 | 0 | -7 | -1
Cc1ccc(C(=O)NCc2ccco2)cc1Br | 1 | -7 | 8 | 1.2 | -7 | -4 | -2 | 3 | -1 | 0
O=C(C1CCCCC1)N1CCc2[nH]c3ccc(F)cc3c2C1 | 0 | -1 | 2 | 1.0 | -1 | -3 | -4 | 3 | 3 | -2
O=C(c1nn2c(C(F)(F)F)cc(-c3cccs3)nc2c1Cl)N1CCCc2ccccc21 | -2 | 1 | 0 | -1.1 | 2 | -2 | 3 | -2 | -8 | -1
Brc1cccc(-c2nnc(SCc3nc4ccccc4[nH]3)o2)c1 | 0 | -9 | -3 | -0.2 | -5 | 5 | -7 | -2 | -29 | 3
O=C(NCc1ccco1)C1CCCN(S(=O)(=O)c2cccc3cccnc23)C1 (stereo not given) | -3 | 6 | 11 | -0.6 | 0 | -6 | 3 | 0 | 4 | 4
O=S(=O)(NC1C2CC3CC(C2)CC1C3)c1ccc(F)cc1 (stereo not given) | -1 | -4 | 0 | -1.4 | 3 | -6 | -5 | 4 | -3 | 3
O=C(CC1C[C@H](C(=O)N2CCOCC2)[C@@]2(CCC3CCCC3)c3[nH]c4ccccc4c3CCN2C1=O)NCCN1CCOCC1 (stereo not given in full) | -2 | -11 | 4 | 1.6 | -2 | 0 | -2 | -2 | 2 | 4
COc1cc(OC)cc(OC(=O)C2CCN(C3=NS(=O)(=O)c4ccccc43)CC2)c1 | 5 | -13 | -2 | -1.4 | 3 | -4 | -5 | 2 | 0 | -3
COc1ccc(N=CC2=C(O)CC(C)(C)CC2=O)cc1OC | 6 | -8 | -5 | -1.5 | 4 | -10 | -3 | 2 | 8 | -5
CCOc1cc2oc(=O)c3c(c2cc1Cl)CCC3 | -3 | 7 | 0 | -0.8 | 1 | 4 | 8 | -2 | 6 | -8
COc1ccc(-c2noc(-c3ccccc3Cl)n2)cc1OC | -2 | 5 | -1 | -0.3 | -14 | 0 | -7 | 4 | -15 | -2
COc1ccc([C@H]2N[C@]3(CCCN(Cc4ccccc4)C3=O)[C@H]3C(=O)N(Cc4ccccc4)C(=O)[C@@H]23)cc1 | 5 | 8 | -4 | 1.5 | -1 | 2 | -1 | -1 | -13 | -3
CCC(C(=O)NCCC(C)C)N(Cc1ccccc1Cl)C(=O)c1snc(C(N)=O)c1N (stereo not given) | 7 | -12 | -6 | -2.7 | 0 | 6 | -14 | -1 | -19 | 4
Cc1[nH]c2ccc(F)cc2c1CCN(Cc1ccncc1)C(=S)Nc1ccc(F)cc1 | 0 | -13 | -5 | -0.4 | 5 | -3 | -4 | -2 | -14 | -4
COc1cccc(NC(=O)CN(C)C(=O)CSc2ncnc3sc(C)c(C)c23)c1 | 3 | -7 | 1 | 0.2 | 12 | -7 | -7 | 4 | -9 | 7
Oc1ccc2ccccc2c1N=Nc1nccs1 | 11 | 0 | 2 | -6.9 | 4 | -3 | 62* | 3 | 45* | -2
O=C(Cn1nc(Cc2cccnc2)c2ccccc2c1=O)N1CCN(c2ccccn2)CC1 | -1 | -4 | -5 | 0.1 | 2 | 2 | -2 | 5 | 1 | -8
O=c1[nH]c2cc(Cl)ccc2n1-c1ccccc1 | -3 | -9 | 0 | -0.4 | -11 | 1 | 3 | -3 | -5 | -1

Arranged by SMILES length (lowest first): some entries from above
SMILES | LEDGF integ inh | TDP2 absorb | PRMT1 FP inh | PG9 Ab binder | SIAE primary | TCR CD3 inh | mABHD4 FP | UHRF1 binding | HTRA1 inh | DDE Tn7 FP inh
CCOc1cc2oc(=O)c3c(c2cc1Cl)CCC3 | -3 | 7 | 0 | -0.8 | 1 | 4 | 8 | -2 | 6 | -8
Brc1cccc(-c2nnc(SCc3nc4ccccc4[nH]3)o2)c1 | 0 | -9 | -3 | -0.2 | -5 | 5 | -7 | -2 | -29 | 3
O=C(Cn1nc(Cc2cccnc2)c2ccccc2c1=O)N1CCN(c2ccccn2)CC1 | -1 | -4 | -5 | 0.1 | 2 | 2 | -2 | 5 | 1 | -8

Other structures follow.
SMILES | LEDGF integ inh | TDP2 absorb | PRMT1 FP inh | PG9 Ab binder | SIAE primary | TCR CD3 inh | mABHD4 FP | UHRF1 binding | HTRA1 inh | DDE Tn7 FP inh
CCOc1cc(NC(=S)NCCOC)c(OCC)cc1NC(=O)c1ccco1 | -3 | 12 | -1 | 0.0 | 5 | -1 | 7 | 0 | 6 | 3
COc1ccc(-c2cc(C(=O)N3CCC3)c3ccccc3n2)cc1OC | -6 | 4 | 0 | 0.4 | -7 | -2 | 5 | 2 | 8 | 1
CCOC(=O)c1ccc(NC(=O)Nc2ccc(Cl)cn2)cc1 | 1 | 7 | 0 | -2.8 | -7 | -1 | 2 | -1 | -1 | 3
C/C(=N\NC(=O)c1ccc2ccccc2c1)c1cccs1 | -2 | -3 | -4 | -1.7 | -5 | 9 | -13 | 0 | -18 | 1
CC(C)CNC(=O)c1cc([N+](=O)[O-])ccc1N1CCCCC1 | 3 | -9 | 0 | -1.5 | 4 | 1 | 0 | -7 | -1 | -4
CC(=O)c1ccc(NC(=O)CN(c2c(C)cccc2C)S(C)(=O)=O)cc1 | 1 | 2 | -1 | -1.5 | -7 | 4 | -5 | 0 | -5 | 2
COc1ccccc1C(=O)Nc1nc(N)n(-c2ccccc2)n1 | 1 | 5 | 0 | -0.6 | 4 | -1 | 3 | -3 | 4 | 4
CC(=O)N1CCN=C1SCc1cccc(C)c1 | 0 | 12 | 4 | 2.0 | 0 | 0 | 4 | 3 | 4 | -2

Screening data: PubChem BioAssay, The Scripps Research Institute Molecular Screening Center
